Screens (PubChem BioAssay)
BAZ2B inh = blocks human BAZ2B; Potency, µM (doses to about 114 µM), for the others: at the highest dose activity change, negative = inhibition, most hits filed as inhibitors; hit rate 4.4% among 360,000; AID 504333; AlphaScreen BAZ2B-H3K14Ac peptide displacement; Q9UIF8; further: potency means the concentration at half of the fitted maximal effect; on the % scale 0 is the no-effect control and ±100 the full control effect; nearly all actives have a fitted effect of over 60% in size
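BAZ2B 50 nM plus b-H3(5-23)K14Ac 50 nM, PBS pH 7.4/0.01% Tween-20, 30 min RT; compound added (max 110 uM), 30 min RT; streptavidin donor/Ni-chelate acceptor beads 10 ug/mL final, 20 min dark; AlphaScreen read.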
Tb PGK inh = blocks T. brucei phosphoglycerate kinase | P07378 | PGK/GAPDH coupled, Kinase-Glo luminescence, 60 min | Potency, µM (highest dose often 57.5 µM), inactives show at the highest dose activity change, negative = inhibition, hits mostly inhibitors | hit rate 0.043% among 380,000 | AID 602233; further: potency means the concentration at half of the fitted maximal effect; on the % scale 0 is the no-effect control and ±100 the full control effect; nearly all actives have a fitted effect of over 60% in size
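Luminescent ATP detection (Kinase-Glo Plus) follows a 60-minute room-temperature incubation, with wells lacking PGK as controls. Buffer: 100 mM TEA (pH 7.6), 5 mM MgCl2, 0.01% Tween-20. Coupling enzyme GAPDH (100 nM final) supplies unstable 1,3-BPG in-well.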
PI4K2A inh = PI4K2A (human) kinase inhibition. purified PI4K2A, ADP-Glo luminescence, 1 h; stronger effect = lower value. hit rate 0.13% among 420,000. Q9BTU6. AID 1346378. activity change, negative = inhibition, % at 76.9 µM; in the data active means activity change below about -50%; inconclusive means mostly about -30% to -49%;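 further: -100% = wells without enzyme as full effect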
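In this quantitative HTS, ADP production by PI4K2A was quantified luminescently after 1 h at ambient temperature; 100 microM adenosine served as plate-quality control.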
HP1b chromo inh = inhibitors of HP1-beta chromodomain binding to methylated histone tails; P83916; AlphaScreen HP1-beta / biotin-H3K9me3 peptide binding; Potency, µM (doses to about 114 µM), for the others: at the highest dose activity change, negative = inhibition, most hits filed as inhibitors; hit rate 0.56% among 390,000; further: potency means the concentration at half of the fitted maximal effect; nearly all actives have a fitted effect of over 70% in size; inactives centre near 23
Target sequence (P83916 whole entry, looked up): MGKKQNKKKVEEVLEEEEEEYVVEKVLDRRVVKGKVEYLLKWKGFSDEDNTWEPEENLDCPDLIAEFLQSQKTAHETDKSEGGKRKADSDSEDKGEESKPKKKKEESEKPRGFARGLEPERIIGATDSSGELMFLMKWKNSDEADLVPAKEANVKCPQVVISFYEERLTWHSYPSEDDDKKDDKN
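Compound inhibition of the preformed complex between 50 nM HP1-beta and 50 nM biotinylated H3K9me3 peptide was read by AlphaScreen. Buffer was PBS pH 7.4 with 0.01% Tween-20. Incubations ran 30 min at room temperature, with 10 ug/mL donor/acceptor beads.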
JMJD2A Tudor inh = JMJD2A Tudor domain (human) inhibition. O75164. AlphaScreen JMJD2A-Tudor / H3K4me3 peptide binding. Potency, µM (highest dose often 114 µM), inactives show at the highest dose activity change, negative = inhibition, hits mostly inhibitors. hit rate 4.4% among 390,000. AID 504339; further: potency means the concentration at half of the fitted maximal effect; on the % scale 0 is the no-effect control and ±100 the full control effect; nearly all actives have a fitted effect of over 50% in size
POLH inh = inhibitors of human DNA polymerase eta. AID 588591. Potency, µM (series often up to 114 µM), for the others: at the highest dose activity change, negative = inhibition, usual class: inhibitors. recombinant Pol eta, fluorescent DNA replication assay. hit rate 1.2% among 390,000. Q9Y253; further: potency means the concentration at half of the fitted maximal effect; on the % scale 0 is the no-effect control and ±100 the full control effect
Target sequence (Q9Y253 whole entry, looked up): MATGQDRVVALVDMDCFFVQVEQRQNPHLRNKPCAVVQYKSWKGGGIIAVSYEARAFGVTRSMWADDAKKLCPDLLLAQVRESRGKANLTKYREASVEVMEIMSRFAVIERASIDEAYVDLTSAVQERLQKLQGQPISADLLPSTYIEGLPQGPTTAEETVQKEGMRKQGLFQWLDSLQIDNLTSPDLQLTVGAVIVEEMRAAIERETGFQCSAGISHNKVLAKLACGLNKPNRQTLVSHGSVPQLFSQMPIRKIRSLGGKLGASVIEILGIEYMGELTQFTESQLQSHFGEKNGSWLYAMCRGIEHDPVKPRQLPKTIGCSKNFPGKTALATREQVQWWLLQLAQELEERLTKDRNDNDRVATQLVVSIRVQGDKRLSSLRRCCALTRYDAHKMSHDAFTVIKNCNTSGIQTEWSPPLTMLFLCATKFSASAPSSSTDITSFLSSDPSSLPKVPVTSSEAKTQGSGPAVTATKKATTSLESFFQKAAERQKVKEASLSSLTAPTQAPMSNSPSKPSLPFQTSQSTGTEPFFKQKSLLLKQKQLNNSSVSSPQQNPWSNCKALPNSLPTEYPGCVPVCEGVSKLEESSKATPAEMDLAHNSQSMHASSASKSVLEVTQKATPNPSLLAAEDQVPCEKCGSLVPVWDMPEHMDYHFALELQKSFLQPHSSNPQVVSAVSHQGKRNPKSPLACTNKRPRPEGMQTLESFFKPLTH
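Pol eta (10 nM) was preincubated with compounds for 15 min at room temperature, after which fluorescent replication substrate (50 nM final) was added to start the reaction. Fluorescence was read kinetically at 0 and 10 min.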
G9a block = blocks human histone lysine methyltransferase G9a | G9a H3K9 monomethylation, AlphaScreen, 2 h | Potency, µM (titrated, usually from 102 µM), for the others: top-dose activity, negative = inhibition, most hits filed as inhibitors | hit rate 8.8% among 350,000 | Q96KQ7; further: potency means the concentration at half of the fitted maximal effect; on the % scale 0 is the no-effect control and ±100 the full control effect; nearly all actives have a fitted effect of over 75% in size
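Enzyme 20 nM + cpd, 15 min RT; add b-H3K9 pep 500 nM / SAM 20 uM; 2 h RT; anti-H3K9me1 Ab 0.5 ug/mL + SA donor / anti-rabbit acceptor beads 20 ug/mL each, 10 min; AlphaScreen read.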
GLS inhibitor = glutaminase GLS (human) inhibition | GLS enzymatic activity, qHTS titration | AID 624170 | O94925 | hit rate 0.21% among 410,000 | Potency, µM (doses to about 45.5 µM), inactives show at the highest dose activity change, negative = inhibition, hits mostly inhibitors; further: potency means the concentration at half of the fitted maximal effect; on the % scale 0 is the no-effect control and ±100 the full control effect
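Assay buffer: 45 mM KH2PO4 pH 8.2, 0.02% Tween-20. hKGA acts on L-glutamine (1 mM solution added); product glutamate is reported by an oxidase/peroxidase Amplex Red coupling, with fluorescence taken at baseline and 30 min.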
Pin1 inhibitor = human Pin1 inhibition; Pin1 FP peptide displacement, HiFluor488, 10 min; Q13526; AID 504891; hit rate 0.009% among 390,000; Potency, µM (doses to about 115 µM), inactives show top-dose activity, negative = inhibition, most hits filed as inhibitors; active means well fitted inhibition curve with a large enough effect in the polarisation, with a control signal flat, not every such curve was filed as active; inconclusive means small, poorly fitted or top-dose-only effect, or effect the other way, or a change in a side signal; inactive means no such curve, though single readings can be large or run the other way; the % refers to the polarisation; further: potency means the concentration at half of the fitted maximal effect; on the % scale 0 is the no-effect control and ±100 the full control effect
Target sequence (Q13526 whole entry, looked up): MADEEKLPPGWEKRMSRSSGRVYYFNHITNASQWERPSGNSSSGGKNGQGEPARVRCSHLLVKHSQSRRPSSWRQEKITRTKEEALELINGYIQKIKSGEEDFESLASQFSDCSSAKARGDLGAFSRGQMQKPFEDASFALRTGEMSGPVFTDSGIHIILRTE
Numbers without * were called inactive; i = inactive; ? = inconclusive; nt = no result given; [ ] = dose if it differs, or a comment. Unless noted, the call rests on the fitted dose curve; in most records, active means well fitted curve in the direction sought with a large enough effect; inconclusive means small, poorly fitted or top-dose-only effect, or another doubt; inactive means no such curve, though single readings can be large; an effect the other way counts as inactive or inconclusive. The list is partial; count on the stated rates, not on these rows.

SMILES	BAZ2B inh	Tb PGK inh	PI4K2A inh	HP1b chromo inh	JMJD2A Tudor inh	POLH inh	G9a block	GLS inhibitor	Pin1 inhibitor
COc1ccc(CNC(=O)C2CCN(C(=O)c3csc(Nc4ccc(C)cc4)n3)CC2)cc1	-18%	1%	-1	3%	-15%	6%	-17%	-13%	6%
O=C(CN1CCN(Cc2ccccc2F)C1=O)NCc1cccnc1	-4%	-7%	-1	27%	-13%	-4%	6%[59 µM]	-15%	33%[activator]
Cc1nn(Cc2ccccc2)c(C)c1NC(=O)c1cc(-c2ccc3c(c2)OCO3)on1	4%	-8%	-4	19%	-3%	0%	?	1%	20%
Cc1nc(CS(=O)(=O)c2ccc(Cl)cc2)cc(Sc2ccccc2Cl)n1	0%	5%	0	39%	6%	-6%	27%[59 µM]	5%	7%
O=C(CSc1ccccn1)Nc1ccc2c(c1)C(=O)c1ccccc1C2=O	50µM*	?	-1	-21%	50µM*	?	?	0%	?
Cc1ccc2oc3c(SCc4nc5ccccc5[nH]4)nc(C)nc3c2c1	nt	i	-5	13%	-34%	-13%	nt	2%	?
Cc1ccc(CNC(=S)NCc2ccncc2)cc1	-29%	7%	-1	40%[activator]	-1%[57.1 µM]	-16%	-7%	3%	-2%
C(=Cc1c[nH]c2ccccc12)c1ccc2ccccc2n1	nt	-9%	-14	52%[activator]	-6%	-25%	nt	-10%	?
CC(C)(C)NC(=O)c1ccc2nsnc2c1	3%	1%	4	9%	-5%	-7%	-4%[59 µM]	-2%	4%
CC1=C(C(=O)N2CCOCC2)C(c2ccc(Br)cc2)NC(=S)N1c1ccccc1 (centres undefined)	-4%	-2%	-8	-5%	-15%	-11%	0%	-4%	-1%
CCCOc1ccc(-c2nc(SCC(=O)c3ccc(Cl)cc3)n[nH]2)cc1	-21%	0%	-3	42%[activator]	?	-5%	14µM*	-1%	0%
C[C@H](CO)N1C[C@H](C)[C@@H](CN(C)C(=O)c2cc(-c3ccccc3)on2)OCc2cnnn2CCCC1=O	nt	i	-4	nt	nt	-6%	nt	-4%	nt
Cc1c(C(=S)Nc2ccccc2)cnn1-c1ccccc1	6%	-1%	1	19%	-13%	-6%	-3%[59 µM]	22%	0%
COc1ccc(N2CC(C(=O)N[C@@H](C)C(=O)NCCc3ccccc3)CC2=O)cc1 (some centres undefined)	-7%[57.1 µM]	9%	-3	67%[activator]	-13%	-12%	0%	-8%	5%
CCC1CN(C(=O)N2CCC(C(=O)NCc3ccc(OC)cc3OC)CC2)c2cc(C)ccc2O1 (centres undefined)	-30%	-3%	2	17%	-34%	6%	-46%[59 µM]	-4%	17%
O=C(NCc1nc2ccccc2[nH]1)C1=C[C@H](C2CC2)C[C@H](OCCCCO)O1	-3%	-4%	-5	31%	-8%	3%	-8%[59 µM]	6%	-19%
COc1ccc(N(CC(=O)NCc2ccco2)C(=O)CCC(=O)Nc2nccs2)c(OC)c1	-15%	-1%	-13	-37%	-22%	-10%	15%[59 µM]	10%	-4%
CC(C)(C)c1nnc(NC(=O)CN2C(=O)C3C4C=CC(C4)C3C2=O)s1 (centres undefined)	3%	0%	0	8%	-9%	1%	-35%	5%	3%
COc1ccc(CC(O)COS(N)(=O)=O)cc1 (centres undefined)	3%	8%	2	38%	-6%	-4%	5%	5%	-11%
CCCN(C(=O)Nc1cn(CC(C)C)c(=O)c2ccccc12)c1ccc(F)cc1	7%[57.1 µM]	3%	?	13%	-11%	-4%	-29%[59 µM]	-6%	1%
CCCC(=O)N1CCc2cc(-c3nc(N)sc3C)ccc21	-7%	2%	13	-27%	-17%	-5%	40µM*	5%	4%
COc1ccc(Br)cc1CNC(=O)c1cnc2sc(N3CCCCCC3)nn2c1=O	-9%	-12%	1	-27%	-24%	-8%	-1%[59 µM]	-12%	12%
O=C(Nc1cccc(Cl)c1)N1CCN(C/C=C/c2ccccc2)CC1	-1%	-4%	3	5%	-17%	-18%	-3%[12.7 µM]	nt	-5%
O=C(O)c1c[nH]c2ccc(F)cc2c1=O	56µM*	-1%	1	-2%	79µM*	-3%	18µM*	9%	-5%
CCOC(=O)c1sc2nc(NC(=O)C3CC3)sc2c1C	10%	-1%	-9	21%	-11%	-8%	-37%	-2%	0%
FC(F)(F)C1CCCN(c2nsc3ccccc23)C1 (centres undefined)	?	0%	-9	3.2µM*	?	-14%	1.1µM*	7.9µM*	-3%
Cn1c(SCC(=O)Nc2ccccc2)nnc1-c1ccc(NC(=O)CCc2ccccc2)cc1	6%	i	-6	10%	-13%	6%	-17%[59 µM]	-3%	-4%
COc1ccc(CNS(=O)(=O)c2cc3c(cc2C)n(C)c(=O)c(=O)n3C)cc1	2%	6%	3	9%	-10%	-6%	3%[59 µM]	2%	-4%
Cc1ccc(-c2ccc(/C=C(\C#N)C(N)=S)o2)c([N+](=O)[O-])c1	-36%	i	30	?	14µM*	-16%	nt	54%[activator]	11%
Cc1cc(C)c2c(n1)sc1c(=O)[nH]c(SCc3ccccc3)nc12	-1%	-4%	21	52%[activator]	-4%	-12%	?	-5%	-2%
CN1C(=O)N(C)C2(c3ccccc3)NNC(N)=NC12c1ccccc1 (centres undefined)	-5%	0%	1	34%	-11%	-8%	nt	-23%	?
C[C@H](CO)N1C[C@H](C)[C@@H](CN(C)Cc2cccc3c2OCCCO3)OCc2cnnn2CCCC1=O	nt	-6%	2	nt	nt	-14%	nt	1%	nt
CC(C)OCCCn1c(NN)nc2ccccc2c1=O	-27%	-2%	-3	24%	-26%	-16%	?	4%	-9%
Cc1nc2ccccn2c1C(=O)NNS(=O)(=O)c1ccc(Cl)cc1	11%	-10%	2	10%	-15%	-6%	4%	29%	-1%
COc1ccccc1C1N(c2ccc(F)cc2)C(=O)C2CCCN21 (centres undefined)	10%	-7%	9	33%	1%	5%	?	3%	9%
Cc1ccc(C(=O)Cn2nnc(-c3cccs3)n2)cc1	-20%	1%	-1	23%	0%	-8%	nt	8%	-4%
CCOC(=O)C1C(=O)NC(SCC(=O)OC)=C(C#N)C1c1ccccc1OCC (centres undefined)	0%	i	1	46%[activator]	-9%	-17%	0%[59 µM]	34%[activator]	2%
CCOc1ccc(-n2c(N)c(-c3nc4ccccc4[nH]3)sc2=S)cc1	3%	-8%	-3	0%	-20%	12%	?	11%	0%
O=C(COC(=O)/C=C/c1ccccc1[N+](=O)[O-])Nc1ccc(OCc2ccccc2)cc1	5%	-9%	-1	26%	6%[57.1 µM]	-17%	3%[59 µM]	2%	-5%
Cc1ccc(N(CC(=O)N2CCN(c3ccc(Cl)cc3)CC2)S(=O)(=O)c2c(C)nn(C)c2C)cc1	nt	2%	-3	28%	2%	-2%	8%[59 µM]	2%	-4%
CC(=O)Nc1cccc(NC(=O)CSc2cn(CC(=O)N(C(C)C)C(C)C)c3ccccc23)c1	?	-4%	-3	3%	-15%	-5%	?	1%	-3%
CCCc1cc(=O)[nH]c(SCC(=O)Nc2sc3c(c2C#N)CCC(C)C3)n1 (centres undefined)	-26%	-5%	-3	-14%	?	25µM*	50µM*	-3%	?
COc1ccc(C2(CNC(C)=O)CCCC2)cc1OC	1%	-7%	-6	24%	7%	-10%	-43%[0.0925 µM]	-2%	-1%
Cc1ccc(N2C(S)=C(C#N)C(=O)NC23CCCCC3)cc1	-9%	-9%	-2	19%	-22%[57.1 µM]	-22%	28µM*	19%	-3%
CCS(=O)(=O)Nc1ccc(-c2cn3ccsc3n2)cc1	-6%	nt	1	12%[57 µM]	-16%	nt	20%[59 µM]	7%	?
O=C1/C(=C/c2cccnc2)SC(=S)N1NS(=O)(=O)c1ccccc1	-6%	3%	-7	15%	-12%	-15%	22%[2.33 µM]	-10%	-6%
CC1C(=O)N(Cc2cn(CCC3OCCO3)nn2)CCS(=O)(=O)N1Cc1ccc(-c2ccccc2)cc1 (centres undefined)	nt	-4%	3	nt	nt	?	nt	?	nt
COc1cccc(CSC(C(=O)O)c2ccccc2)c1 (centres undefined)	nt	4%	-1	nt	nt	-22%	nt	2%	nt
Cc1ccc(-c2cc(NC(=O)C(C)Oc3ccc(C)c(C)c3)on2)cc1 (centres undefined)	45%[activator]	-1%	-3	101%[activator]	-6%	-21%	40%[59 µM]	2%	24%
CCOc1ccc(-c2cccc(NS(=O)(=O)c3cc([N+](=O)[O-])ccc3Cl)c2)nn1	?	-6%	-4	-12%	-36%	-8%	50µM*	-8%	0%
CCOc1ccccc1N1CCN(C(=S)NCc2ccc(Cl)cc2)CC1	-35%	-2%	6	34%	-17%	-13%	nt	13%	8%
COc1ccc(CCNC(=O)c2c(O)nc3c(C)cccn3c2=O)cc1OC	-9%	-3%	-1	17%	-5%	4%	-38%[59 µM]	2%	12%
O=C(CSc1ncnc2ccccc12)c1ccc2c(c1)OCCO2	-13%	-13%	-6	5%	-12%	-8%	?	1%	9%
CCc1ccc2oc(-c3cc(N)cc(C)c3O)nc2c1	-3%	i	1	30%	-22%[57.1 µM]	-11%	-44%[12.7 µM]	28%	3%
COc1ccc2[nH]c3c(c2c1)CCN1C(=O)N([C@@H](C)C(=O)NCc2ccc(F)cc2)C(=O)[C@]31C	-30%	-9%	0	-1%	-25%	-18%	?	9%	7%
C[C@H](NC(=O)c1nc[nH]c1C(=O)NCc1ccc(CNC(=O)OC(C)(C)C)cc1)C(=O)OCc1ccccc1	nt	i	0	39%	-14%	?	nt	-3%	?
Nc1ccc2nc(N3CCOCC3)sc2c1	-37%	1%	-14	5%	-27%	-9%	?	7%	6%
